Menin MLL FP TR = qHTS Assay for Inhibitors Targeting the Menin-MLL Interaction in MLL Related Leukemias: Competition With Texas Red Labeled MLL-derived Mutant Peptide. Potency, µM (highest dose often 61.6 µM), for the others: at the top dose FP activity change, negative = inhibition, hits mostly inhibitors. Menin + Texas Red MLL mutant peptide, fluorescence polarization. O00255. actives 0.23% (n = 270,000); active = well fitted inhibition curve with a large enough effect in the polarisation, with a control signal flat, not every such curve was filed as active; inconclusive = small, poorly fitted or top-dose-only effect, or effect the other way, or a change in a side signal; inactive = no such curve, though single readings can be large or run the other way; the % refers to the polarisation; note: potency is the fitted concentration of half-maximal effect; % of control where 0% means no effect; many of its hits are not listed in these tables
RORg inh = qHTS for inhibitors of ROR gamma transcriptional activity; Nuclear receptor ROR-gamma (Mus musculus), P51450; Drosophila S2 Gal4-RORgamma UAS-luciferase reporter, 20 h; Potency, µM (highest dose often 53.6 µM), inactives show at the top dose activity change, negative = inhibition, actives largely listed as inhibitors; actives 5.4% (n = 310,000); note: potency is the fitted concentration of half-maximal effect; % is set by controls: 0 for no effect and ±100 for the full control effect; nearly all actives have a fitted effect of over 60% in size
Target sequence (P51450 whole entry, looked up, the tested form may be a part): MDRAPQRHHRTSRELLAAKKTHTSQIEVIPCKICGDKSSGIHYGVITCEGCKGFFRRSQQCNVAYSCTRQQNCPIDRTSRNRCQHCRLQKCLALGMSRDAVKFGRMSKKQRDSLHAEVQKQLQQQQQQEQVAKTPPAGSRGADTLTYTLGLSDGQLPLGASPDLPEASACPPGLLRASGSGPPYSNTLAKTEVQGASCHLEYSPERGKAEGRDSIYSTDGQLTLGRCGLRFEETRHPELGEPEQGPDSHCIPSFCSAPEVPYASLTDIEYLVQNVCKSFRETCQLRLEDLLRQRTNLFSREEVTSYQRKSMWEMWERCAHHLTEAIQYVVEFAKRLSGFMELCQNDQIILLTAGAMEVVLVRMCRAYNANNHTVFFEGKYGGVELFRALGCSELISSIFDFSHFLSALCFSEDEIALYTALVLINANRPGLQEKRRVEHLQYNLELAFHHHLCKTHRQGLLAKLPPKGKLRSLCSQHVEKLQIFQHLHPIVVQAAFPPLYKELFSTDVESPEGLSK
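Drosophila S2 cells stably expressing Gal4-DBD/mouse RORγ fusion under metallothionein promoter plus UAS-luciferase; compound 1 h, then 700 uM CuSO4 induction for 20 h at ambient temperature; inhibition read as reduced luminescence.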
ELG1 genotox = qHTS screen for small molecules that induce genotoxicity in human embryonic kidney (HEK293T) cells expressing luciferase-tagged ELG1 | HEK293T ELG1-luciferase reporter, luminescence, 16 h | actives 1.3% (n = 330,000) | Potency, µM (top dose mostly 46 µM), for inactives: at the top dose activity change, positive = activation, actives largely listed as activators; note: potency is the fitted concentration of half-maximal effect; % of control where 0% means no effect; nearly all actives have a fitted effect of over 60% in size
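16 hr compound incubation (37 °C, 5% CO2) of HEK293T cells carrying luciferase-tagged ELG1; luciferase then measured by ONE-Glo luminescence after 30 min at RT.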
NPC1 promoter act = qHTS Assay for NPC1 Promoter Activators; actives 2.4% (n = 320,000); Huh7 NPC1 promoter luciferase reporter, 24 h; Potency, µM (top dose mostly 9.22 µM), for the others: top-dose activation, most hits filed as activators;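 note: potency is the fitted concentration of half-maximal effect; % of control where 0% means no effect; nearly all actives have a fitted effect of over 60% in size; reporter is driven by a mutant NPC1 promoter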
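Stably transfected Huh7 (NPC1 promoter→luciferase), 1500 cells/well in Opti-MEM + 10% FBS, 2 h settle, then compound 24 h at 37 °C. Luminescence after 10 min with Amplite reagent.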
BRCA1 expr up = qHTS Assay to Identify Small Molecule Activators of BRCA1 Expression | MCF7-BRCA1-FFLuc reporter, luminescence, 48 h; response scale: scaled: vehicle 0%, 10 µM genistein 100% | Potency, µM (titrated, usually from 46.1 µM), for inactives: at the top dose activation, hits mostly activators | actives 1.1% (n = 380,000); note: potency is the fitted concentration of half-maximal effect; nearly all actives have a fitted effect of over 80% in size; some results filed as inactive show a strong effect at the top dose
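MCF7-BRCA1-FFLuc cells, 2000/well in phenol-red-free MEM, attached 2 h then treated 48 h at 37 C. Luciferase luminescence read 15 min after reagent; normalized to genistein maximum activation (10microM) and DMSO, concentration-response fitted.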
Rab9 prom act = qHTS Assay for Rab9 Promoter Activators; actives 2.8% (n = 320,000); Huh7 Rab9 promoter-luciferase reporter, luminescence, 24 h; Potency, µM (series often up to 9.22 µM), for inactives: at the top dose activation, negative = inhibition, usual class: activators; note: potency is the fitted concentration of half-maximal effect; % of control where 0% means no effect; nearly all actives have a fitted effect of over 60% in size
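Rab9 promoter-driven luciferase in stably transfected Huh7 cells; 1500 cells/well rested 2 h, exposed to compound in DMSO for 24 h at 37 °C, 5% CO2. Luminescence read 10 min after adding luciferase reagent at ambient temperature.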
p53 reactivation = qHTS assay for re-activators of p53 using a Luc reporter | H1299 p53-A138V BP100-luciferase reporter, luminescence, 24 h | Potency, µM (titrated, usually from 92.2 µM), without a hit: at the highest dose activity change, positive = activation, most hits filed as activators | actives 0.063% (n = 320,000); note: potency is the fitted concentration of half-maximal effect; % of control where 0% means no effect; nearly all actives have a fitted effect of over 45% in size
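p53-null H1299 cells stably carrying temperature-sensitive p53-A138V and a BP100-luciferase reporter were pinned with compounds (4-point, 1:5 series) and held 24 hrs at 37 deg C. Luminescence was read 10 min after detection reagent.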
PKM2 act = qHTS Assay for Activators of Human Muscle isoform 2 Pyruvate Kinase. Potency, µM (highest dose often 57.5 µM), inactives show at the highest dose activation, actives largely listed as activators. Pyruvate kinase PKM (Homo sapiens), P14618. actives 0.34% (n = 260,000). purified PKM2, Kinase-Glo ATP luminescence, activation; response scale: 0% is enzyme alone, no compound; note: potency is the fitted concentration of half-maximal effect; % is set by controls: 0 for no effect and ±100 for the full control effect; nearly all actives have a fitted effect of over 55% in size
Target sequence (P14618 whole entry, looked up, canonical isoform): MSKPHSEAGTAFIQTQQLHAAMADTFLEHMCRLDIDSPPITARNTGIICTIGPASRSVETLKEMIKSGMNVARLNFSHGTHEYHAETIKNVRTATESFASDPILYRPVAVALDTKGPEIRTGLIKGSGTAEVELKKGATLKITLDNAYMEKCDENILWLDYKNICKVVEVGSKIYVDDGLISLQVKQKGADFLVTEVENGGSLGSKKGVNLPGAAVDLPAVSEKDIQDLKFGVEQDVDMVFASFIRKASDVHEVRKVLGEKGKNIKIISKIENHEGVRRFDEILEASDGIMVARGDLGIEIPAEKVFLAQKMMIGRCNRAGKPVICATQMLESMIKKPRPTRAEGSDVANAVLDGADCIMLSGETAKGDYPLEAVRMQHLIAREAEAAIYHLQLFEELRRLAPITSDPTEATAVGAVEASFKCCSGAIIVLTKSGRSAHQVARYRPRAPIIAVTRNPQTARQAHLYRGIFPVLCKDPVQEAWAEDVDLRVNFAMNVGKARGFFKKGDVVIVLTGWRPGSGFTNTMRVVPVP
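Purified hPK-M2 (>95%) run at intermediate activity with 0.1 mM ADP and 0.5 mM PEP in 50 mM imidazole pH 7.2, KCl, MgCl2; 1 h room temperature. ATP formed read by Kinase-Glo luminescence; normalized to uninhibited and no-enzyme controls.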
VP16 counter = VP16 counterscreen qHTS for inhibitors of ROR gamma transcriptional activity; Drosophila S2 Gal4-VP16 UAS-luciferase, luminescence, 20 h; Potency, µM (highest dose often 53.6 µM), for inactives: at the highest dose activity, negative = inhibition, most hits filed as inhibitors; actives 3.5% (n = 310,000);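 note: Gal4-VP16 expression switched on by copper sulfate through the metallothionein promoter; potency is the fitted concentration of half-maximal effect; % is set by controls: 0 for no effect and ±100 for the full control effect; nearly all actives have a fitted effect of over 50% in size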
FLuc modulator = qHTS profiling assay for firefly luciferase inhibitor/activator using purifed enzyme and Km concentrations of substrates (counterscreen for miR-21 project) | purified FLuc, Km substrates, luminescence inhibition | Potency, µM (doses to about 57.5 µM), for the others: at the top dose activity change, negative = inhibition, most hits filed as inhibitors | actives 6.9% (n = 360,000) | Luciferin 4-monooxygenase (Photinus pyralis), P08659;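 note: potency is the fitted concentration of half-maximal effect; plate controls were vehicle for no effect and reference inhibitor for full effect; nearly all actives have a fitted effect of over 55% in size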
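Purified P. pyralis luciferase, 10 nM final, with Km-level 10 uM D-luciferin and 10 uM ATP in 50 mM Tris acetate pH 7.5, 10 mM Mg acetate, 0.01% Tween-20, 0.05% BSA; 6-point qHTS titration about 60 µM downward; luminescence read.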
Giardia kill = Small Molecules that selectively kill Giardia lamblia: qHTS; AID 540267, 2011; Giardia lamblia trophozoite viability; actives 0.15% (n = 340,000); activity change, % at 7.66 µM, hits read low; in the data active = activity change below about -80%; inconclusive = between about -30% and that limit;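 note: parasites exposed to compound for two days anaerobically before the ATP read; % is set by controls: 0 for no effect and ±100 for the full control effect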
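Trophozoite viability was measured as ATP-dependent luminescence, read 15-30 min after reagent addition. Before that, parasites at 100 cells/well were exposed to compounds for 48 h, anaerobically, at 37 deg C.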
Active calls of the source: *; ? = inconclusive; · = no result given; & = joins results of further samples; [ ] = dose if it differs, or a comment. Unless noted, calls come from the whole dose curve; as a rule, active = well fitted curve in the direction sought with a large enough effect; inconclusive = small, poorly fitted or top-dose-only effect, or another doubt; inactive = no such curve, though single readings can be large; an effect the other way counts as inactive or inconclusive. Only part of the results is shown (hit frequency here may not be typical).

No. | SMILES | Menin MLL FP TR | RORg inh | ELG1 genotox | NPC1 promoter act | BRCA1 expr up | Rab9 prom act | p53 reactivation | PKM2 act | VP16 counter | FLuc modulator | Giardia kill
1 | O=C(O)c1ccc(Cn2c(=S)[nH]c3cc(Cl)ccc3c2=O)cc1 | 2% | -2% | 2% | -3% | 0% | 1% | 3% | · | 7% | -11% | -4
2 | Cc1cccc(N(C(=O)Cc2cccs2)C(C(=O)NCc2ccco2)c2ccncc2)c1 (configuration not stated) | -27% | 7% | 4% | -1% | -4% | -5% | 4% | -5% | 4% | 0% | -14
3 | CCc1ccc(C(C(=O)NC2CCCCC2)N(C(=O)c2csnn2)C2CC2)cc1 (configuration not stated) | -22% | 0% | -2% | 0% | -23% | 1% | 0% | · | -4% | 1% | -10
4 | COC(=O)CSc1nnc(-c2ccc(S(=O)(=O)N3CCCCC3)cc2)o1 | 25% | 0% | 2% | 1% | 10% | 1% | -3% | 1% | -5% | -1% | 35[activator]
5 | Cc1nc2c(C#N)cnn2c2c1CCN(Cc1ccccc1)N2C | -1% | -1% | 0% | -3% | -9% | 1% | -5% | 18% | -19% | 0% | -1
6 | Cc1cccc(/N=C/c2c(O)[nH]c3ccccc23)n1 | ? | 9% | ? | ? | 72% | 3.5µM* | ? | -10% | -17% | 4.3µM* | -14
7 | CCOc1ccccc1NC(=O)Nc1cc(OC)ccc1OC | 10% | 24%[0.365 µM] | 3% | 16% | -57% | -2% | -6% | 0% | · | 4% | -12
8 | Cc1ccc(S(=O)(=O)Cc2ccc(C(=O)N3CCC(C)CC3)cc2)cc1 | · | -2% | -3% | 2% | -16% | 1% | -3% | -7% | 2% | 1% | 8
9 | Fc1ccc(C2=CC(c3ccc(Br)o3)n3ncnc3N2)cc1 (configuration not stated) | 22% | ? | -4% | -3% | -62% | -1% | 5% | -7% | ? | -2% | 2
10 | COc1ccccc1NC(=O)C1C2C=CC(O2)C1C(=O)O (configuration not stated) | -5% | -13% | 4% | -1% | · | -3% | 5% | 3% | 5% | 0% | ·
11 | CCN1CCC2(CC1)N=C(c1ccc(F)cc1)C(=S)N2C(=O)c1ccc(C(C)(C)C)cc1 | -18% | 4µM* | 0% | -5% | 3% | 1% | 0% | 19% | ? | -7% | 9
12 | CCOc1ccc(C)cc1-n1nc2ccccc2n1 | 1% | 19% | 4% | -1% | 10% | 5% | 12% | 4% | 3% | ? | 23
13 | O=C(Cn1c(=O)oc2ccccc21)Nc1ccccc1N1CCOCC1 | 2% | 5% | -1% | -8% | 0% | 12% | -1% | -7% | -6% | 3% | 15
14 | COCCn1c(C)cc(C(=O)COC(=O)c2ccc(Br)o2)c1C | 0% | 25% | 4.1µM* | 3.2µM* | ? | ? | 24% | -16% | 22% | 1.9µM* | 1
15 | Cc1ccc(S(=O)(=O)NNC(=O)C2COc3ccccc3O2)cc1 (configuration not stated) | 11% | 24% | 0% | 2% | -1% | 2% | -6% | 5% | 1% | 3% | -12
16 | Brc1ccc(-c2cn3c(n2)SCC3)cc1 | ? | -3% | 10µM* | 1.1µM* | ? | 0.71µM* | -2% | 5% | ? | 5.4µM* | -4
17 | COc1ccccc1CCC(=O)OCC(=O)Nc1ccc(S(N)(=O)=O)cc1 | ? | 19% | -5% | 5% | -15% | 0% | -5% | 19% | 2% | -3% | -2
18 | Cn1nc(C(F)(F)F)c(-c2ccccc2)c1N | · | 17% | 1% | 1% | 7% | 1% | -5% | -3% | 2% | 0% | 3
19 | CC(C)Cc1nn2c(N)c(/C=C3\C=Nc4ccccc43)c(=O)nc2s1 | ? | ? | 1% | 9% | 0% | -5% | -1% | 9% | -3% | ? | -4
20 | O=C(COC(=O)c1ccc(Cl)c(S(=O)(=O)N2CCCC2)c1)NC1CCCC1 | -3% | 3% | 8% | -3% | 25% | 6% | 0% | 0% | -11% | -3% | -11
21 | Cc1onc(-c2ccccc2)c1NC(=O)N(Cc1ccccc1)C(C)C | · | 1% | -4% | -1% | 3% | 3% | 0% | 5% | 1% | 1% | ?
22 | COc1cccc(N2CCN(c3nc(-c4ccccc4C)cc(=O)[nH]3)CC2)c1 | 1% | 38% | ? | -24% | -28% | -27% | -52%[inhibitor] | 0% | -5% | -1% | 7
23 | COc1ccc(CCN2C(=O)CSC2=Nc2ccc(C(C)C)cc2)cc1OC | · | ? | -7% | -27% | -64% | -34%[inhibitor] | -6% | -1% | ? | 0% | 27
24 | Cc1nnc(N2C(=O)C(O)=C(C(=O)c3ccco3)C2c2ccc(C(C)(C)C)cc2)s1 (configuration not stated) | 16% | 37% | 2% | -2% | 0% | 0% | 8% | 4% | -3% | ? | 18
25 | Fc1cccc(CN2CCC(Cc3ccccc3)CC2)c1 | -17% | -5% | -4% | 1% | 1% | -3% | · | 1% | -20% | -2% | 17
26 | CCN(CC(=O)Nc1c(F)cccc1F)C(=O)CNC(=O)c1ccc2ccccc2c1 | · | · | 3% | -4% | 30% | 2% | ? | · | · | 0% | 10
27 | O=C(CS(=O)(=O)Cc1ccccc1)NCc1ccccc1Cl | · | 4% | 4% | -7% | 10% | 15% | 1% | 0% | -4% | 5% | 12
28 | NC(=O)NC(=O)C(Nc1ccc(N2CCCCC2)cc1)c1ccccc1 (configuration not stated) | -28% | ? | ? | 17% | ? | 14% | ? | 3% | 3% | ? | -3
29 | Cc1ccc(-c2cc(C(=O)Nc3ccc(S(=O)(=O)N4CC(C)OC(C)C4)cc3)[nH]n2)c(O)c1 (configuration not stated) | · | -22% | -6% | -10% | 0% | -8% | -2% | 0% | ? | 4% | 13
30 | CCOC(=O)Nc1ccc(S(=O)(=O)Nc2cc(C)on2)cc1 | -2% | -24% | 1% | -2% | 1% | -1% | -7% | -15% | 6% | -3% | -3
31 | CNC(=O)OCc1cccc(COC(=O)NC)n1 | 8%&4% | 0%&0% | 1% | 0% | -3% | 3% | 1% | -2% | -2%&-5% | 5% | -6
32 | COc1ccccc1NC(=O)c1cc(S(=O)(=O)N2CCc3ccccc32)ccc1F | · | -21% | -1% | -13% | -2% | -6% | -3% | · | 2% | -1%&3% | 3
33 | Cc1sc2nc(SCC(=O)NCc3cccs3)[nH]c(=O)c2c1C | -2% | -42% | 0% | 8% | -67% | 4% | -7% | 1% | -2% | 2% | -7
34 | COc1ccccc1N1CCN(C2CCCN(Cc3c(F)cccc3F)C2)CC1 (configuration not stated) | -23% | -17% | -3% | -5% | -13% | 3% | · | -2% | -3% | 6% | -6
35 | Oc1c(Br)cccc1/C=N/Nc1c(F)c(F)c(F)c(F)c1F | -16% | 21% | -5% | -2% | -80% | -1% | ? | 6% | -19% | -8% | 5
36 | CCOC(=O)CNC(=O)C1c2ccccc2Oc2ccccc21 | -5% | -6% | -5% | -4% | -3% | 0% | 7% | -1% | -7% | -1% | 1
37 | COc1cc(C2CC(c3ccccc3)=NN2c2ccccc2)ccc1OCC(=O)O (configuration not stated) | ? | -29% | 7% | 0% | 20% | 1% | 7% | 0% | -6% | 15µM* | 4
38 | COc1ccc(C(=O)N/C(=C\c2ccccc2)C(=O)NC(CCSC)C(=O)O)cc1 (configuration not stated) | 3% | -6% | 1% | -3% | -18% | 11% | -12% | -1% | -17% | 2% | -5
39 | CC(=O)C(N=Nc1ccccc1)(Sc1nnc(-c2ccccc2)n1-c1ccccc1)C(=O)Nc1ccccc1 (configuration not stated) | -11% | -28% | -4% | -5% | -14% | 2% | -3% | 0% | -5% | 15% | -2
40 | OC(COc1ccc2cc(Br)ccc2c1)Cn1ccnc1 (configuration not stated) | 8% | 16% | -7% | -5% | 4% | -2% | -4% | · | 3% | ? | 2
41 | Cc1nn(-c2ccccc2)c2nc(=O)n(-c3ccccc3)cc12 | -3% | 20% | 1% | -8% | 6% | 0% | 4% | -4% | -4% | -2% | 0
42 | N=C(N)SCP(=O)(c1ccccc1)c1ccccc1 | · | 13% | -5% | 0% | -39% | 22% | -13% | -3% | -6% | 0% | 3

Bioassay records as filed in PubChem BioAssay.
